Screens (PubChem BioAssay)
GPR55 activation: selective activators of receptor GPR55 – imaging, U2OS cells, beta-arrestin-GFP redistribution, primary screen (AID 1961) | one-dose activation, % at 10 µM; EC50 in µM for titrated hits | 290,000 tested, 0.048% active | U2OS GPR55 beta-arrestin-GFP redistribution imaging; higher % means a stronger effect;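 active = activation above 40% with more than 50 cells counted in the well; inconclusive = wells holding fewer than 50 cells, flagged as toxic or sparse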;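 also: U2OS osteosarcoma cells stably expressing GPR55 and beta-arrestin-GFP; plate controls were DMSO negative control for no effect and LPI positive control for full effect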
GPR55 antagonists: inhibition of LPI-stimulated GPR55 beta-arrestin translocation – imaging, U2OS, beta-arrestin-GFP, LPI agonist, primary screen (AID 2013). U2OS GPR55 beta-arrestin-GFP translocation imaging, LPI antagonism; higher % means a stronger effect. 290,000 tested, 0.13% active. inhibition, % at 10 µM, or IC50 in µM where a hit was titrated;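 active = spots per cell inhibited over 60%, with over 100 cells counted and total cytoplasm intensity under 500,000; inconclusive = wells with under 100 cells, flagged as likely toxic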;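 also: U2OS cells stably carrying GPR55 and arrestin-GFP stimulated by 5 µM LPI near EC80; imaged beta-arrestin-GFP aggregate spots per cell after agonist stimulation; plate controls were LPI-stimulated DMSO wells for no effect and DMSO wells without LPI for full effect; some results filed as inactive read as strong as hits; confirmed hits need IC50 under 10 µM and bright autofluorescent wells are also inconclusive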
HEK293 NOD2/NF-kB: inhibition of NOD2-driven NF-kB reporter – cell-based, luminescence, uHTS, HEK293 (AID 1566); inhibition, % at 4 µM, or EC50 in µM where a hit was titrated; HEK293 NOD2/NF-kB luciferase reporter, luminescence; higher % means a stronger effect; 290,000 tested, 0.63% active; also: many of its hits are not listed in these tables
HIV peptide binding: inhibitors of HIV fusion peptide binding, primary screen, biochemical, uHTS, fluorescence dequenching (AID 1986); cell-free peptide binding, fluorescence dequenching, 30 min; higher % means a stronger effect; one-dose inhibition, % at 20 µM; IC50 in µM for titrated hits; 290,000 tested, 0.3% active; in the data active = inhibition mostly above about 52%, no sharp cut-off; inactive = mostly below about 76%; also: some results filed as inactive read as strong as hits
KOR beta-arrestin-1: kappa opioid receptor activators – cell-based, luminescence, uHTS, primary screen (AID 1777); KOR beta-arrestin recruitment, luminescence; higher % means a stronger effect; activation, % at 10 µM, or EC50 in µM where a hit was titrated; 280,000 tested, 0.02% active; in the data active = activation above about 50%, passing the limit was not always enough; also: a part of the inactive calls stands beside numbers as strong as those of hits
KOR beta-arrestin-2: kappa opioid receptor blockers – cell-based, luminescence, uHTS (AID 1778). one-dose inhibition, % at 10 µM; IC50 in µM for titrated hits. KOR beta-arrestin recruitment, luminescence, antagonist mode; higher % means a stronger effect. 290,000 tested, 0.091% active; also: strong numbers were not always called active
NOD1 inhibition: inhibition of NOD1-driven NF-kB reporter – cell-based, luminescence, uHTS, primary screen (AID 1578); NOD1-driven NF-kB luciferase reporter cells, luminescence; higher % means a stronger effect; one-dose inhibition, % at 4 µM; EC50 in µM for titrated hits; 290,000 tested, 1% active; in the data active = inhibition mostly above about 36%, no sharp cut-off; inactive = mostly below about 34%;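 also: HEK-293T reporter cells stimulated with the NOD1 agonist gamma-tri-DAP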
Myeloid diff 2: compounds promoting myeloid differentiation | ER-HoxA9 myeloid progenitors, lysozyme-GFP differentiation, flow cytometry | calls only at 10 µM | 360,000 tested, 1% active | AID 624256;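 active = normalized GFP-positive differentiation at or above the plate's own cutoff, the solvent-only control mean plus 3 SD; inconclusive = no clear call, values can overlap the other calls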;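 also: cells exposed to compound for four days before flow analysis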
GPR35 arrestin U2OS: inhibition of zaprinast-stimulated GPR35 beta-arrestin translocation – imaging, U2OS, beta-arrestin-GFP, zaprinast agonist, primary screen (AID 2058); inhibition, % at 10 µM, or IC50 in µM where a hit was titrated; U2OS GPR35 beta-arrestin-GFP translocation imaging, zaprinast antagonism; higher % means a stronger effect; 290,000 tested, 0.052% active;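 active = inhibition of at least 50% with at least 30 cells and total cytoplasm GFP at most 10,000,000; inconclusive = under 30 cells or total GFP of 10,000,000 plus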
Myeloid diff 2 GFP+ MAC1+ %: second read-out of Myeloid diff 2, no call of its own (marks repeat the call); GFP+ MAC1+ double positive, %; measured here: differentiation confirmed by MAC1 staining
Starred values were filed as active, the others as inactive; i = inactive; ? = inconclusive; . = no result given; [ ] = another dose, or the depositor's remark. Rule as the data show it, unless noted: active = inhibition above about 50%; inactive = the rest. A portion of the library; the hit share may differ from the screen's.

Under each structure – GPR55 activation | GPR55 antagonists | HEK293 NOD2/NF-kB | HIV peptide binding | KOR beta-arrestin-1 | KOR beta-arrestin-2 | NOD1 inhibition | Myeloid diff 2 | Myeloid diff 2 GFP+ MAC1+ % | GPR35 arrestin U2OS
O=C(CSCc1ccccc1)Nc1ccc2c(c1)OCO2
→ -0.1% | 0% | 5% | 3.0% | -3.9% | 6% | -35% | i | 0.5 | -12%
CCOC(=O)c1ccc(CSc2nnc(-c3ccncc3)n2N)cc1
→ -0.1% | -2% | 3% | 1.8% | 0.9% | 0% | 5% | i | 2.0 | -2%
CC1=NNC(=O)C1CC(=O)N/N=C(\C)c1ccco1 (stereo unspecified)
→ -0.7% | 22% | 9% | 0.8% | -3.1% | 32% | -27% | i | 0.1 | 4%
Cc1cc2ccccc2c(=O)n1CC(=O)NCC(=O)N1CCN(c2ccccc2F)CC1
→ 0.0% | -2% | 11% | 0.3% | -0.8% | 13% | 16% | i | 0.9 | 9%
CC(C)CCNC(=O)c1ccc2c(c1)N(C)C(=O)c1ccccc1S2
→ -0.3% | 7% | -14% | -0.7% | 0.9% | -19% | -8% | i | 0.7 | -4%
Nc1cc(Nc2ccc(Br)cc2)nc(N)n1
→ -0.1% | 2% | -36% | 6.7% | 4.0% | -4% | -3% | i | 2.8 | -11%
C=CCNS(=O)(=O)c1sccc1/C=N/O
→ -0.3% | 7% | -2% | -2.0% | 1.4% | -14% | -11% | i | 0.7 | 8%
Cc1cccc(C)c1NC(=O)CSc1nnc(Cc2ccccc2)o1
→ 0.2% | -1% | 3% | 0.2% | -3.3% | 1% | -24% | i | 0.8 | -6%
COC(=O)c1c(C(=O)OC)c(-c2cccc(Cl)c2)n2c1CS(=O)C2 (stereo unspecified)
→ -0.3% | 15% | -3% | 16% | -7.5% | -6% | -14% | i | 0.0 | -5%
Cn1c(=O)n(CCOc2ccccc2Cl)c2ccccc21
→ -0.3% | -12% | -41% | -0.7% | -5.7% | -38% | -57% | i | 0.2 | -7%
CNC(=O)COC(=O)c1ccc(Cl)c(S(=O)(=O)N2CCCC2)c1
→ -0.2% | 8% | -5% | -0.4% | 1.5% | -12% | -22% | i | 0.0 | -10%
CCOC(=O)C1(Cc2ccc(Cl)cc2)CCN(Cc2cnc(N)nc2)CC1
→ -0.3% | 12% | 10% | 2.8% | 7.7% | -14% | -20% | i | 0.6 | -2%
S=C(Nc1ccc(Cl)cc1)c1nc2ccccc2[nH]1
→ -0.1% | 4% | -148% | 0.2% | 0.8% | -31% | -29% | i | 0.4 | 13%
C/C(=C\C=C\c1ccccc1)C(=O)c1c(C)cc(C)[nH]c1=O
→ 0.1% | -1% | 7% | -0.4% | -0.4% | 3% | -28% | i | 0.8 | -14%
CCN(CC)CCNC(=O)c1cc(Nc2ccc(OC)c(OC)c2)nc2ccccc12
→ 0.0% | 2% | 8% | 0.9% | -4.4% | 23% | -8% | i | 0.2 | 7%
Cc1ccc(NC(=O)CSc2nnc(-c3ccco3)c(-c3ccco3)n2)cc1
→ -0.2% | -43% | -33% | -1.5% | -1.4% | -41% | -10% | ? | . | -15%
CCn1nc(C)c(NC(=O)c2ccc(Cl)cc2)c1C
→ 1.3% | -3% | 5% | -0.7% | 0.7% | -17% | -25% | i | 0.5 | 5%
CN(C)C(=O)CN1CCN(C(=O)CCl)CC1
→ 0.4% | 9% | -6% | 3.3% | -3.1% | 12% | -28% | i | 1.1 | -12%
CC(C)NC(=O)c1cc2cc(Br)ccc2oc1=O
→ -0.2% | -7% | 6% | -2.2% | -2.9% | -20% | -27% | i | 1.2 | 10%
C=CC[N+]1(CC(=O)NCc2ccc(NC(C)=O)cc2)CCOCC1
→ -0.1% | 1% | -3% | -0.7% | 2.5% | 24% | -10% | i | 0.4 | 5%

More results:
Under each structure – GPR55 activation | GPR55 antagonists | HEK293 NOD2/NF-kB | HIV peptide binding | KOR beta-arrestin-1 | KOR beta-arrestin-2 | NOD1 inhibition | Myeloid diff 2 | Myeloid diff 2 GFP+ MAC1+ % | GPR35 arrestin U2OS
CCOCc1nnc(NS(C)(=O)=O)s1
→ -0.6% | 9% | -17% | 4.5% | 11% | 24% | -58% | i | 1.4 | 3%
Cc1oc2nc(SCC(=O)N3CCCCC3)nc(N)c2c1C
→ -0.3% | 3% | -2% | -1.5% | -0.8% | 36% | -23% | i | 0.3 | 5%
CC(C)(C)c1cc(NCCCn2ccnc2)n2ncc(-c3ccccc3)c2n1
→ -0.1% | 0% | -125% | -2.3% | 3.1% | -1% | -12% | i | 0.2 | 0%
COc1ccc2c(COC(=O)CCS(=O)(=O)c3ccccc3)cc(=O)oc2c1
→ 0.7% | -5% | 2% | 0.4% | -1.7% | -16% | -44% | i | 0.6 | 0%
COCCn1c(SCC(=O)Nc2ccc(Cl)cn2)nnc1-c1ccncc1
→ 0.5% | 9% | 10% | -1.7% | -3.7% | -8% | -31% | i | 1.5 | 14%
OC(COc1ccccc1)CN1CCCC1 (stereo unspecified)
→ 0.4% | -1% | 12% | -0.1% | 0.1% | -42% | -40% | i | 0.8 | -4%
CN(CC1CCCN(CCc2cccc(C(F)(F)F)c2)C1)C(=O)c1cc2ccccc2o1 (stereo unspecified)
→ -0.2% | -16% | 1% | -0.7% | 1.4% | -23% | -12% | i | 0.5 | -2%
CCCC(=O)Nc1nnc(CCN2CCCCC2)s1
→ 0.2% | 10% | 2% | 0.5% | 3.7% | -25% | 6% | i | 1.0 | -7%
CCSc1nc(N)c2c3c(sc2n1)CN(C)CC3
→ 0.1% | -7% | -4% | 6.1% | 0.2% | -2% | -30% | . | . | -9%
CC1CCCN(C2(O)C(=O)Nc3ccc([N+](=O)[O-])cc32)C1 (stereo unspecified)
→ -0.1% | 2% | 6% | -2.3% | -2.1% | 16% | -17% | i | 0.4 | -2%
C=CCNC(=O)c1ccccc1NS(=O)(=O)c1ccc(SC)cc1
→ 0.2% | 8% | 9% | -1.9% | -2.1% | 44% | 12% | i | 6.6 | -1%
CC(=O)N/C(N)=N/c1nc(=O)c2ccccc2s1
→ -0.1% | -13% | -89% | -0.7% | 4.1% | 4% | -7% | i | 0.9 | 0%
CCc1ccc2[nH]c(=O)c(CN(CCN(CC)CC)C(=O)Nc3ccccc3OC)cc2c1
→ -0.1% | 7% | 0% | 0.9% | 2.4% | -66% | 9% | i | 0.9 | -2%
COC(=O)c1ccc(CSc2nnc(CNC(=O)c3cccs3)o2)o1
→ -0.1% | 5% | 2% | -2.0% | -0.3% | -15% | -22% | i | 1.4 | 10%
Cc1nc2cc(NC(=O)CSc3nc4c(C)cccc4cc3C#N)ccc2s1
→ -0.1% | 14% | -36% | 1.3% | 0.0% | -25% | 22% | i | 1.1 | 13%
Cc1cc(N2CCC(C)CC2)nc(-n2nc(C)cc2C)n1
→ -0.1% | -6% | 3% | 1.7% | -5.4% | 20% | -6% | i | 0.9 | 9%
Clc1ccc(C2=Nn3c(nnc3-c3n[nH]c4c3CCC4)SC2)cc1
→ -0.2% | -6% | -36% | -3.8% | -0.7% | 1% | -41% | ? | . | -1%
CN1CCN(C(=O)CCC(=O)O)CC1
→ -0.1% | -8% | -5% | 1.3% | 7.3% | 1% | -15% | i | 0.4 | -2%
Cc1ccc(C(O)c2ccncc2)cc1 (stereo unspecified)
→ 0.0% | 3% | -11% | 2.2% | 6.4% | -34% | -15% | i | 1.1 | 3%
O=C(COC(=O)c1c(Cl)ccc(Cl)c1Cl)NC(=O)NCc1ccccc1
→ -0.3% | -7% | 18% | 0.1% | 6.8% | -29% | 30% | i | 0.3 | -5%

The list continues:
Under each structure – GPR55 activation | GPR55 antagonists | HEK293 NOD2/NF-kB | HIV peptide binding | KOR beta-arrestin-1 | KOR beta-arrestin-2 | NOD1 inhibition | Myeloid diff 2 | Myeloid diff 2 GFP+ MAC1+ % | GPR35 arrestin U2OS
CCCCN(C(=O)COc1ccc(NC(C)=O)cc1)C1CCS(=O)(=O)C1 (stereo unspecified)
→ 0.0% | -3% | 14% | -2.2% | -5.3% | -18% | -21% | i | 0.6 | 2%
O=C(CN1CCCN(S(=O)(=O)c2ccc(Br)cc2)CC1)Nc1ccc2c(c1)OCO2
→ -0.2% | -1% | -104% | -1.8% | -1.7% | -13% | -23% | . | . | 15%
COc1ccc(N(C(=O)c2ccncc2)S(=O)(=O)c2ccc(OC)c(OC)c2)cc1
→ -0.3% | -4% | 14% | -0.3% | -6.0% | -14%[20 µM] | -2% | i | 1.0 | 5%
COc1cccc(CC(NC(C)=O)C(=O)NC2CCN(c3c4c(nc5ncnn35)CCC4)CC2)c1OC (stereo unspecified)
→ 0.2% | 2% | 15% | 0.9% | . | -8%[20 µM] | -26% | . | . | 3%
Fc1ccc(NC(=S)N2CCN(c3cccc(C(F)(F)F)c3)CC2)cc1
→ -0.3% | 2% | -9% | -0.1% | -0.4% | 30% | -15% | i | 0.3 | 2%
CC(C)C(CCNC(=O)CC(Cc1ccccc1)c1ccco1)c1ccco1 (stereo unspecified)
→ -0.1% | 3% | 3% | 26% | 4.2% | -25% | 15% | i | 0.1 | -7%
Cc1cccc(Nc2cc(=O)n(C)c(=O)[nH]2)c1
→ -0.2% | -5% | -9% | -0.6% | -1.6% | -22% | -25% | i | 0.2 | 5%
CCOC(=O)C(=Cc1cc(=O)c(OC)co1)C(=O)OCC
→ 1.1% | 2% | -9% | 3.3% | 8.5% | -10% | -12% | ? | . | 21%
CCOc1cc(C(=O)N2CCOCC2)ccc1OCc1ccccc1
→ -0.1% | 10% | 2% | -2.1% | 1.0% | 21% | -24% | i | 0.7 | 0%
COc1ccc(NC(=O)C(c2ccccc2)N2CCN(c3ccccn3)CC2)cc1Cl (stereo unspecified)
→ 0.5% | 2% | -2% | -1.0% | -3.8% | 13% | -23% | i | 0.2 | 5%
CCCOc1ccccc1Cn1c(=O)oc2ccccc21
→ -0.2% | 20% | 4% | -2.2% | . | -15%[20 µM] | -1% | i | 0.7 | -7%
CC(C)c1ccc(S(=O)(=O)N2CCN(C(=O)c3cc([N+](=O)[O-])ccc3N3CCOCC3)CC2)cc1
→ -0.1% | 9% | 8% | 0.2% | -3.6% | 13% | -13% | i | 1.0 | -10%
Cc1ccc(C)c(NC(=O)COC(=O)CCCN=C2NS(=O)(=O)c3ccccc32)c1
→ -0.3% | 9% | 7% | -1.8% | 6.9% | -1% | -16% | i | 0.8 | -7%
COc1ccc(-n2nnnc2SCC(=O)Nc2ccccc2)cc1
→ 0.2% | -16% | -18% | 0.5% | 3.7% | -24% | -25% | i | 1.3 | 17%
O=C(CC1SC(=O)NC1=O)Nc1ccc(Cl)cc1 (stereo unspecified)
→ -0.1% | 9% | 6% | 1.3% | -5.1% | 6% | -34% | i | 0.6 | -13%
